Source: PubChem BioAssay (several laboratories)
proCasp7 act: procaspase-7 activators, primary screen, counter-screen for procaspase-3 activator project, biochemical, absorbance, HTS, human; recombinant procaspase-7, Ac-DEVD-pNA absorbance 405 nm; D23A/D198A/D206A triple mutant, cannot self-cleave; scale: DMSO 0, 5 µM enzyme 100; 330,000 tested, 0.093% active; activation, % at 8.5 µM; AID 463210, 2010;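 active = percent activation above the screen-wide mean plus 3 SD, cut at about 25% in these data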
Target sequence (P55210 whole entry D23A/D198A/D206A): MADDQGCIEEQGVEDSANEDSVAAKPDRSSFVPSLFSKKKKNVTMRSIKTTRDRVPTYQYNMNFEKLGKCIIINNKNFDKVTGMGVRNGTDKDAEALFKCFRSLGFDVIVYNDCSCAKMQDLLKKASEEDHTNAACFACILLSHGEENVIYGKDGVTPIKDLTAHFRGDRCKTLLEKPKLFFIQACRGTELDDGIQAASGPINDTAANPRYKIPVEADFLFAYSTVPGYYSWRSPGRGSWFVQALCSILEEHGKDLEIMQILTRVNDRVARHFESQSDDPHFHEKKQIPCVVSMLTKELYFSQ
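Replicates: singlicate. Assay system: Procaspase-7 triple mutant (PC-7 D3A). Signal: 405 nm absorbance of p-nitroaniline. Times: 1 h preincubation, 2 h reaction. Buffer or medium: Zinc-free HEPES pH 7.4 with 300 mM NaCl, 0.01% Triton X-100. Also added: DEVD-pNA substrate. Benchmarks: DMSO wells as 0%, DMSO with 5 µM added PC-7 as 100%.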
Efflux pump inh: inhibitors of Candida efflux pumps in yeast, primary screen, S. cerevisiae, Nile Red, multiplex. S. cerevisiae Candida pump triplex. inhibition, % at 10 µM. 330,000 tested, 0.44% active;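 active = plate passing quality check with inhibition over a set limit, or well fluorescence over plate mean plus 4 SD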;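 note: Nile Red retained in pooled yeast measured as flow cytometry median fluorescence; 0% = buffer negative control and 100% = Enniatin B positive control; higher means more Nile Red kept so more efflux inhibition; some compounds called inactive have numbers as strong as hits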
proCasp3 act: activators of human procaspase-3 D3A mutant, primary screen, biochemical, absorbance, PC-3 D3A mutant, single concentration; Caspase-3 (Homo sapiens), P42574; recombinant procaspase-3 D3A, Ac-DEVD-pNA absorbance 405 nm; activation, % at 8.5 µM; 330,000 tested, 0.11% active;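 active = activation above the mean of all tested compounds plus 3 SD, cut at about 21% in these data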;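 note: 0% = DMSO alone and 100% = DMSO wells spiked with extra 5 µM PC-3 D3A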
Target sequence (P42574 whole entry D9A/D28A/D175A): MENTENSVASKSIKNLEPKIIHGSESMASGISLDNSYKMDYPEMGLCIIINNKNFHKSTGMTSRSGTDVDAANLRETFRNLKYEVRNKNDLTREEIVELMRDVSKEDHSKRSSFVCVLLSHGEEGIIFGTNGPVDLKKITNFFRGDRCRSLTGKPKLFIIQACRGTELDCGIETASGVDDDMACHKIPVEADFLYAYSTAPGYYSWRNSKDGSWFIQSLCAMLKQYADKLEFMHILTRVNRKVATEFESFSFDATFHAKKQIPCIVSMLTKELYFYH
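assay system = Procaspase-3 D3A mutant | signal = absorbance at 405 nm, 0 and 120 min | times = 1 h preincubation plus 2 h reaction at 25 °C | repeats = single replicate | read-out = % activation between DMSO and enzyme-spiked controls | medium = Zinc-free HEPES saline buffer with Triton X-100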
PP1 inh: PP1-alpha phosphatase inhibitors, primary screen, counter-screen for PP5 inhibitor project, biochemical, fluorescence, OMFP substrate, single point | 320,000 tested, 0.9% active | AID 2235, 2010 | purified PP1alpha | inhibition, % at 6.7 µM;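 active = inhibition above the mean inhibition of all tested compounds plus 3 SD, computed separately for each screening campaign, cut at about 15% in these data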
Target sequence (P62136 whole entry, looked up): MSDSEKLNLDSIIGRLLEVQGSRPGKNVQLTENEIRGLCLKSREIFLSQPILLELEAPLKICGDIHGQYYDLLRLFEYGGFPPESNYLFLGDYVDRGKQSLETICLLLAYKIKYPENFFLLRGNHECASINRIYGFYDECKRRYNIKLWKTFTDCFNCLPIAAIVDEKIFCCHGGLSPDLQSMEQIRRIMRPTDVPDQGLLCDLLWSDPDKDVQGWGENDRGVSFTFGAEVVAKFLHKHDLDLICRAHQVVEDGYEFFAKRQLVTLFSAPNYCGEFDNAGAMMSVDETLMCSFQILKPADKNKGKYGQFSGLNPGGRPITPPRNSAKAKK
PP5 inh: PP5 phosphatase inhibitors, primary screen, biochemical, fluorescence; inhibition, % at 6.7 µM; 320,000 tested, 0.18% active; Serine/threonine-protein phosphatase 5 (Homo sapiens), P53041; purified PP5c, OMFP substrate fluorescence;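 active = inhibition above the campaign's mean inhibition across all tested compounds plus 3 SD, cut at about 9.5% in these data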;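 note: 0% = DMSO only and 100% = 100 µM cantharidin control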
GASC-1 inh: inhibitors of GASC-1 histone demethylase, primary screen, biochemical, fluorescence, DELFIA europium; Lysine-specific demethylase 4C (Homo sapiens), Q9H3R0; GST-JMJD2C(1-420) H3K9me3 demethylation; inhibition, % at 2.35 µM; 330,000 tested, 0.069% active; AID 2099, 2009;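 active = more than half of a compound's replicate wells show inhibition beyond 50%, single wells judged on their own value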;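 note: signal counts dimethyl H3K9 product captured on neutravidin plate; 0% = median of DMSO wells and 100% = 0.3 times that DMSO median; strong numbers were not always called active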
Fh CTSL1 inh: Fasciola hepatica cathepsin L1 inhibitors, primary screen, counter-screen for PFM18AAP inhibitor project, biochemical, QFRET, fluorogenic peptide substrate; recombinant F. hepatica cathepsin L1, Z-Leu-Arg-MCA fluorescence; inhibition, % at 5.96 µM; 300,000 tested, 0.49% active;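 active = inhibition above the mean of all tested compounds plus 3 SD, set per screening campaign, cut at about 17% in these data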;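 note: 0% = plate median of test compound wells and 100% = 1 µM Z-Phe-Ala-diazomethylketone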
TPT1 inhibitor: Candida albicans TPT1 enzyme inhibitors, primary screen, biochemical, fluorescence polarization; recombinant caTPT1, FP RNA substrate dephosphorylation; inhibition, % at 5 µM; 300,000 tested, 0.81% active; AID 1962, 2009;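 active = inhibition above the mean of all tested compounds plus 3 SD, set per screening campaign, cut at about 24% in these data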;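 note: plate controls were DMSO alone for no effect and ferristatin control at 100 nM for full effect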
core dimer inh: inhibitors of HCV core protein dimerization, primary screen, biochemical, TR-FRET, high-throughput; TR-FRET GST/Flag-core106 dimerization, 1536-well; inhibition, % at 5 µM; 300,000 tested, 0.33% active;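 active = inhibition above the mean of all tested compounds plus 3 SD, set per screening campaign, cut at about 45% in these data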
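System: GST-tagged and Flag-tagged HCV core protein residues 1-106 / Input: core106 proteins, GST 13.5 nM and Flag 17 nM / Buffer or medium: KF-containing HEPES buffer, pH 7.45, DTT, CHAPS, BSA / Probe or stimulus: Eu-anti-GST and XL665-anti-Flag labelled anti-tag antibodies / Schedule: 4 h, 22.5 °C incubation / Technique: TR-FRET 671 and 617 nm emission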
An asterisk follows results filed as active.

The opening two records, ahead of the listing:
For O=C(CN1CCN(c2ccccc2)CC1)Nc1ccc(OCc2ccccc2)cc1 the results were proCasp7 act 5, Efflux pump inh 0.1, proCasp3 act 0, PP1 inh 3, PP5 inh 3.4, GASC-1 inh 1, Fh CTSL1 inh 1, TPT1 inhibitor 0 and core dimer inh -2.
CCc1cc2c(NCCO)ncnc2s1 was read as proCasp7 act 12, Efflux pump inh 0.1, proCasp3 act 7, PP1 inh -1, PP5 inh 0.7, GASC-1 inh -120, Fh CTSL1 inh 1, TPT1 inhibitor 3 and core dimer inh -1.

Main list, previewed entries included:
For O=C(CN1CCN(c2ccccc2)CC1)Nc1ccc(OCc2ccccc2)cc1 the results were proCasp7 act 5, Efflux pump inh 0.1, proCasp3 act 0, PP1 inh 3, PP5 inh 3.4, GASC-1 inh 1, Fh CTSL1 inh 1, TPT1 inhibitor 0 and core dimer inh -2.
CCc1cc2c(NCCO)ncnc2s1 was read as proCasp7 act 12, Efflux pump inh 0.1, proCasp3 act 7, PP1 inh -1, PP5 inh 0.7, GASC-1 inh -120, Fh CTSL1 inh 1, TPT1 inhibitor 3 and core dimer inh -1.
Screening CCOC(=O)c1c(C)[nH]c(C(=O)COC(=O)CNC(=O)c2ccc(Cl)cc2Cl)c1C returned proCasp7 act 3, Efflux pump inh -0.1, proCasp3 act 2, PP1 inh -4, PP5 inh -1.2, GASC-1 inh -1, Fh CTSL1 inh 4, TPT1 inhibitor 0 and core dimer inh 3.
Cn1c2c(c(=O)n(C)c1=O)C(c1ccc(Br)cc1)Nc1ccccc1O2 (stereo not given) was read as proCasp7 act 0, Efflux pump inh -0.1, proCasp3 act 3, PP1 inh -3, PP5 inh 2.1, GASC-1 inh -51, Fh CTSL1 inh -1, TPT1 inhibitor 1 and core dimer inh 1.
Screening O=C(Oc1cccc(N2C(=O)CCC2=O)c1)c1ccccc1 returned proCasp7 act 13, Efflux pump inh 0.0, proCasp3 act 4, PP1 inh -1, PP5 inh 2.2, GASC-1 inh -4, Fh CTSL1 inh 5, TPT1 inhibitor 0 and core dimer inh -1.
`Cc1cc(C)n(-c2c(F)c(F)c(COC(=O)c3ccccc3)c(F)c2F)n1` gave proCasp7 act 8, Efflux pump inh 0.1, proCasp3 act 5, PP1 inh 4, PP5 inh 0.5, GASC-1 inh 4, Fh CTSL1 inh 10, TPT1 inhibitor -6 and core dimer inh 7.
`COc1cc(NC(=O)C2CCCCC2)c(OC)cc1NC(=O)c1ccccc1` gave proCasp7 act -1, Efflux pump inh -0.3, proCasp3 act 4, PP1 inh 6, PP5 inh -0.8, GASC-1 inh 4, Fh CTSL1 inh 0, TPT1 inhibitor 1 and core dimer inh 16.
Screening Cc1ccc(NC(=O)CSc2nnc(Cn3cnc4ccccc43)o2)cc1 returned proCasp7 act 8, Efflux pump inh 0.1, proCasp3 act 0, PP1 inh 3, PP5 inh 3.1, GASC-1 inh 35, Fh CTSL1 inh 0, TPT1 inhibitor -1 and core dimer inh 7.
COc1ccc(/C=C2\SC(=O)N(CCNC(=O)CN3C(=O)NC4(CCCC4)C3=O)C2=O)cc1 was read as proCasp7 act 4, Efflux pump inh -0.1, proCasp3 act -9, PP1 inh -4, PP5 inh 1.7, GASC-1 inh 2, Fh CTSL1 inh 4, TPT1 inhibitor 1 and core dimer inh 2.
For Cc1ccc(C)c(CN2CCC(CNC(=O)Nc3ccc(Cl)cc3)CC2)c1 the results were proCasp7 act 9, Efflux pump inh -0.1, proCasp3 act -1, PP1 inh 1, PP5 inh 0.7, GASC-1 inh 14, Fh CTSL1 inh 6, TPT1 inhibitor 0 and core dimer inh -3.
`O=C(N/N=C\c1ccc(CNS(=O)(=O)c2ccccc2)o1)C(=O)Nc1ccc(F)cc1` gave proCasp7 act -1, Efflux pump inh -0.1, proCasp3 act 6, PP1 inh 3, PP5 inh 2.4, GASC-1 inh 10, Fh CTSL1 inh 0, TPT1 inhibitor 1 and core dimer inh 8.
Screening COc1ccc(OC)c(C2C(C(=O)c3ccc(C)o3)=C(O)C(=O)N2c2cc(C)on2)c1 (stereo not given) returned proCasp7 act -27, Efflux pump inh 0.0, proCasp3 act 1, PP1 inh 1, PP5 inh -0.5, GASC-1 inh 1, Fh CTSL1 inh 5, TPT1 inhibitor -1 and core dimer inh 7.
COc1ccc(N2CC(C(=O)NC3CCCCC3)CC2=O)cc1 (stereo not given) was read as proCasp7 act -8, Efflux pump inh 0.1, proCasp3 act 6, PP1 inh -3, PP5 inh 1.9, GASC-1 inh 3, Fh CTSL1 inh -1, TPT1 inhibitor 1 and core dimer inh -6.
`COc1ccccc1NC(=O)CSc1nnc2ccccn12` gave proCasp7 act 1, Efflux pump inh 0.0, proCasp3 act -8, PP1 inh -1 and PP5 inh -0.1.
Screening O=C(Cc1cccs1)NCCSc1c(-c2ccc(Cl)cc2)[nH]c2ccccc12 returned proCasp7 act 4, Efflux pump inh 0.0, proCasp3 act 1, PP1 inh 4, PP5 inh 1.3, GASC-1 inh 4, Fh CTSL1 inh 2, TPT1 inhibitor -3 and core dimer inh -428.
Screening Fc1cccc(Cl)c1CSc1ccc(-c2cccnc2)nn1 returned proCasp7 act 11, Efflux pump inh 0.0, proCasp3 act -1, PP1 inh 58*, PP5 inh 1.7, GASC-1 inh -3, Fh CTSL1 inh 2, TPT1 inhibitor -2 and core dimer inh 3.
`O=S(=O)(NC(=S)NC1CCCCC1)c1ccccc1` gave proCasp7 act -12, Efflux pump inh 0.3, proCasp3 act -3, PP1 inh 1, PP5 inh -2.8, GASC-1 inh -2, Fh CTSL1 inh -3, TPT1 inhibitor 2 and core dimer inh -4.
For Cc1nnc(SCCn2c(N(C)Cc3ccccc3)nc3c2c(=O)[nH]c(=O)n3C)s1 the results were proCasp7 act 12, Efflux pump inh -0.1, proCasp3 act 0, PP1 inh -4, PP5 inh 1.7, GASC-1 inh 0, Fh CTSL1 inh 1, TPT1 inhibitor -1 and core dimer inh 2.
`CCN(CC)C(=O)c1ccccc1NS(=O)(=O)c1ccc(C)cc1` gave proCasp7 act 2, Efflux pump inh 0.1, proCasp3 act 1, PP1 inh -5, PP5 inh -1.1, GASC-1 inh inactive, Fh CTSL1 inh 4, TPT1 inhibitor -2 and core dimer inh 5.
For N#CSCC(=O)c1cccc2ccccc12 the results were proCasp7 act -17, Efflux pump inh 0.3, proCasp3 act -9, PP1 inh 8, PP5 inh 0.9, GASC-1 inh 6, Fh CTSL1 inh 5, TPT1 inhibitor 0 and core dimer inh 1.
CCCC(C)NC(=S)NC(=O)c1cc(S(=O)(=O)N2CCOCC2)ccc1C (stereo not given) was read as proCasp7 act -10, Efflux pump inh -0.1, proCasp3 act -3, PP1 inh 0, PP5 inh 1.4, GASC-1 inh -5, Fh CTSL1 inh 2, TPT1 inhibitor 0 and core dimer inh 3.
Screening COC(=O)c1ccccc1NC(=O)C1CC(=O)N(c2ccc(OC)cc2)C1 (stereo not given) returned proCasp7 act -4, Efflux pump inh 0.0, proCasp3 act 5, PP1 inh -1, PP5 inh 2.6, GASC-1 inh 2, Fh CTSL1 inh 4, TPT1 inhibitor -3 and core dimer inh -2.
`O=C(CCc1nnc2n(Cc3ccccc3)c(=O)c3ccccc3n12)NCCCN1CCCCC1` gave proCasp7 act 11, Efflux pump inh 0.0, proCasp3 act 7, PP1 inh 0, PP5 inh 0.0, GASC-1 inh 1, Fh CTSL1 inh 2, TPT1 inhibitor 2 and core dimer inh -2.
`O=C(Nc1ccc(C(=O)O)cc1)/C(=C/c1ccc2c(c1)OCO2)NC(=O)c1cccc(Br)c1` gave proCasp7 act 2, Efflux pump inh 0.3, proCasp3 act 6, PP1 inh -1, PP5 inh 1.0, GASC-1 inh -5, Fh CTSL1 inh 1, TPT1 inhibitor -2 and core dimer inh 6.
COC(=O)c1c(SCC(=O)Nc2ccc(C)cc2)nc(=O)[nH]c1C was read as proCasp7 act 16, Efflux pump inh -0.2, proCasp3 act 4, PP1 inh -2, PP5 inh 0.5, GASC-1 inh -27, Fh CTSL1 inh -4, TPT1 inhibitor 1 and core dimer inh 0.
CCOC(=O)CC1C(=O)NCCN1C1CCCC1 (stereo not given) was read as proCasp7 act 4, Efflux pump inh -0.1, proCasp3 act -2, PP1 inh 7, PP5 inh -0.7, GASC-1 inh -24, Fh CTSL1 inh 1, TPT1 inhibitor 0 and core dimer inh -2.
Screening Cc1cc(C)cc(-n2nc(C)cc2N)c1 returned proCasp7 act 0, Efflux pump inh 0.5, proCasp3 act 3, PP1 inh -4, PP5 inh 3.2, GASC-1 inh 5, Fh CTSL1 inh -1, TPT1 inhibitor 1 and core dimer inh 2.
For c1ccc(-c2nnc3sc(CN4CCC5(CC4)OCCO5)cn23)cc1 the results were proCasp7 act -11, Efflux pump inh -0.1, proCasp3 act -3, PP1 inh -1, PP5 inh 0.6, GASC-1 inh 5, Fh CTSL1 inh 12, TPT1 inhibitor -1 and core dimer inh 3.
Screening COc1ccccc1N1C(=O)C2C3C=CC(CC3)C2C1=O (stereo not given) returned proCasp7 act 2, Efflux pump inh 0.1, proCasp3 act 4, PP1 inh -5, PP5 inh 2.9, GASC-1 inh -3, Fh CTSL1 inh -1, TPT1 inhibitor -2 and core dimer inh 0.
Screening CCOc1ccc(NC(=O)c2ccccc2CO)cc1 returned proCasp7 act 3, Efflux pump inh 0.3, proCasp3 act -2, PP1 inh -3, PP5 inh 0.1, GASC-1 inh 6, Fh CTSL1 inh -4, TPT1 inhibitor -1 and core dimer inh 1.
`CCC(C)NC(=O)C1CCN(S(=O)(=O)c2cc([N+](=O)[O-])ccc2Cl)CC1` (stereo not given) gave proCasp7 act 7, Efflux pump inh 0.0, proCasp3 act 11, PP1 inh -5, PP5 inh 1.0, GASC-1 inh 19, Fh CTSL1 inh 2, TPT1 inhibitor -3 and core dimer inh 3.
For O=C(NCc1cccnc1)c1ccc([N+](=O)[O-])o1 the results were proCasp7 act -10, Efflux pump inh 0.3, proCasp3 act 1, PP1 inh -5, PP5 inh 3.9, GASC-1 inh 9, Fh CTSL1 inh -2, TPT1 inhibitor -1 and core dimer inh -3.
`CC(C)CCn1c(C(C)O)nc2ccccc21` (stereo not given) gave proCasp7 act 8, Efflux pump inh 0.0, proCasp3 act 6, PP1 inh -5, PP5 inh 2.8, GASC-1 inh 3, Fh CTSL1 inh -2, TPT1 inhibitor 8 and core dimer inh -2.

Hits appear at their usual frequency; any-hit rate near 2.9%.
